Source: PubChem (several laboratories)
CCHF vOTU inh: CCHFV vOTU protease inhibition. Pep-AMC fluorescence. inhibition, % at 11.5 µM. actives 0.55% (n = 370,000). AID 651958; in the data active means inhibition above about 30%; further: 0% = vehicle wells with enzyme and 100% = no enzyme wells
Yp Topo-I inh: Y. pestis Topo-I inhibition via cleavage products. Y. pestis Topo-I cleavage product accumulation, plate reader. activity, % at 10 µM. AID 504884. actives 0.064% (n = 360,000); in the data active means activity above about 50%, passing the limit was not always enough; inconclusive means no clear call, values can overlap the other calls; further: inactives centre near 2
BoNT A protease: inhibitors of Botulinum neurotoxin A light chain protease; multiplex microsphere protease substrate cleavage, flow cytometry; inhibition, % at 10 µM; actives 0.17% (n = 360,000); AID 588499; further: plate controls were buffer without enzyme for full effect and enzyme alone for no effect
PfHsp40 rescue: compounds rescuing yeast from Plasmodium falciparum HSP40 toxicity; S. cerevisiae expressing PfHsp40, growth rescue, ATP luminescence; growth rescue, % at 12.5 µM; actives 0.68% (n = 340,000); in the data active means growth rescue above about 28%, passing the limit was not always enough; inconclusive means no clear call, values can overlap the other calls;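 further: yeast W303a lacking pdr1 and pdr3 grown in galactose medium; growth measured after three days at 30 °C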
TcdB inh: inhibitors of Clostridioides difficile toxin B glycohydrolase. P18177. TcdB glycohydrolase enzymatic assay, plate reader. inhibition, % at 9.99 µM. actives 0.24% (n = 350,000); in the data active means inhibition above about 10%
Anthrax LF prot: inhibitors of Bacillus anthracis lethal factor protease; P15917; multiplex microsphere protease cleavage assay, LF; inhibition, % at 10 µM; actives 0.12% (n = 360,000); AID 588501; further: plate controls were buffer without enzyme for full effect and enzyme alone for no effect
Target sequence (P15917 whole entry, looked up): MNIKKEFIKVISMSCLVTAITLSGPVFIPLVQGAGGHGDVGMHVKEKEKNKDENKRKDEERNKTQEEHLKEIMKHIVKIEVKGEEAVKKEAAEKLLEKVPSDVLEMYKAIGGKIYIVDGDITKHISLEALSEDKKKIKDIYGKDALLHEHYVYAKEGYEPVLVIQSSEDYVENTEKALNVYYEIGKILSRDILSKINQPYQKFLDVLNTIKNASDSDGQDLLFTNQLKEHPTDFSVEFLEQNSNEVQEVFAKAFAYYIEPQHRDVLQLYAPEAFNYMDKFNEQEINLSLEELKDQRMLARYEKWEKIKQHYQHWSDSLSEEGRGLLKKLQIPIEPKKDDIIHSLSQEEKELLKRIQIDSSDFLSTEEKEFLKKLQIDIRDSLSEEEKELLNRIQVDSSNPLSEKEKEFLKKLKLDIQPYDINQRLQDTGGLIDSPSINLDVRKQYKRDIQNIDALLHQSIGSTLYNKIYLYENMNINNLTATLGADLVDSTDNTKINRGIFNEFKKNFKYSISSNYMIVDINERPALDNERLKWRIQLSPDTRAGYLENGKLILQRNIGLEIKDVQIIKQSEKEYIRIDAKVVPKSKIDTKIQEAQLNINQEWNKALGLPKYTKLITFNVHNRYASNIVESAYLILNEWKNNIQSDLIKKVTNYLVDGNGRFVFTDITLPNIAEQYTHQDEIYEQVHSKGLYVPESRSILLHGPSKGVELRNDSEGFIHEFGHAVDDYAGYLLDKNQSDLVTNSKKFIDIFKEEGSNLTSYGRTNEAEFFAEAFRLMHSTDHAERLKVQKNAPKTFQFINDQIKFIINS
FadD28 FP inh: M. tuberculosis FadD28 bisubstrate binding inhibition; inhibition, % at 12.5 µM; FadD28 bisubstrate probe binding, fluorescence polarization; actives 0.22% (n = 360,000); in the data active means inhibition above about 8.5%, passing the limit was not always enough; inconclusive means no clear call, values can overlap the other calls
BoNT-F LC inh: inhibitors of Botulinum neurotoxin F light chain protease | Multiplex microsphere protease cleavage assay, flow cytometry | inhibition, % at 10 µM | actives 0.22% (n = 360,000) | AID 588497; in the data active means inhibition above about 35%, passing the limit was not always enough; inconclusive means no clear call, values can overlap the other calls; further: plate controls were buffer without enzyme for full effect and enzyme alone for no effect
PrPC surface inh: reduces human prion protein on the cell surface; cell surface PrPC, TR-FRET read-out; actives 0.43% (n = 370,000); inhibition, % at 13.8 µM; P04156; AID 720596; in the data active means inhibition above about 24%; further: 0% = median of the test wells and 100% = reference compound wells
* = called active by the depositor; ? = inconclusive; . = not tested or not shown; & = joins results of further samples. Unless noted, no stated cut-off is given here; in the data, active means inhibition above about 30%; inconclusive means no clear call, values can overlap the other calls; inactive means below that. Compounds as they come. About 2.3% of those tested had a hit in this group.

SMILES | CCHF vOTU inh | Yp Topo-I inh | BoNT A protease | PfHsp40 rescue | TcdB inh | Anthrax LF prot | FadD28 FP inh | BoNT-F LC inh | PrPC surface inh
Cc1cccc(NC(=O)Nc2ccc(Br)cc2)n1 | -16 | 3 | -1.2 | -1.7 | 1.2 | 10 | -1.7 | -1 | 0
COc1ccc(C(=O)NCCNc2ccc([N+](=O)[O-])cc2)cc1 | 1 | 2 | -0.9 | -0.1 | -0.5 | 6 | -0.9 | 1 | -5
COc1ccc(/C=C2\SC(=O)N=C2N)cc1 | 0 | -3 | -0.4 | 0.5 | -0.7 | -3 | -3.2 | -3 | -17
NNC(=O)c1cc(C23CC4CC(CC(C4)C2)C3)nc2ccccc12 | -5 | -3 | 1.0 | 0.6 | 0.7 | 8 | -5.5 | ? | -5
O=C(O)/C=C/C(=O)Nc1cc(F)ccc1F | 3 | 4 | 0.2 | -0.8 | 0.1 | -4 | -0.8 | -1 | 3
O=S(=O)(NCCC1=CCCCC1)c1ccc(OC(F)(F)F)cc1 | 27 | 23 | 2.1 | -0.3 | 0.8 | -4 | -5.5 | 2 | -1
COc1ccc2c(c1)c(C(=O)CN1CCC(C(N)=O)CC1)c(C)n2C | 17 | 6 | 1.8 | -1.0 | . | 4 | -3.5 | ? | 4
COc1ccc(NC2CC(=O)N(c3ccc(C(=O)O)cc3)C2=O)cc1 (stereo not drawn) | -12 | 1 | -1.0 | -1.2 | -0.2 | 0 | 0.1 | -8 | 16
CC(Cc1cccnc1)NC(=O)c1cc(COc2ccc(F)cc2F)on1 (stereo not drawn) | 2 | 4 | -1.4 | 1.3 | 1.2 | -3 | 1.6 | -5 | 13
O=C(CC[C@H]1O[C@@H](n2cnc3c(NC(=O)c4ccccc4)ncnc32)[C@H](O)[C@@H]1O)NCCc1cc2ccccc2[nH]1 | -3 | . | -0.3 | . | 0.5 | -7 | -2.2 | -8 | 1
O=C(Nc1ccc2c(c1)OCO2)c1ccc(Br)c(S(=O)(=O)N2CCCC2)c1 | -1 | -6 | -0.5 | 0.7 | . | -2 | 0.7 | -6 | 25*
Nc1cc(-c2ccccc2)n2c(n1)nc1ccccc12 | -1 | 1 | 0.7 | -1.2 | -0.1 | 0 | -1.0 | -4 | -11
CCc1ccccc1N(CC(=O)NCC1CCCO1)C(=O)CCC(=O)Nc1nccs1 (stereo not drawn) | 0 | -4 | -3.7 | -1.1 | 0.0 | -11 | -3.2 | -14 | 6
Cc1ccc2nc(NC(=O)C3CCN(S(=O)(=O)c4cccnc4)CC3)sc2c1 | 2 | 6 | -1.4 | 0.2 | 0.5 | -11 | -0.8 | -6 | 9
C/C=C(\C)C(=O)NCCN1C2=NC[C@@H](Cc3ccccc3)N2C[C@@H]1Cc1ccc(OC)cc1 | -7 | -3 | 0.5 | 0.0 | 0.2 | 4 | -3.0 | -23 | -1
N/C(Cc1ccc(Cl)cc1Cl)=N\OC(=O)Cc1cccs1 | -6 | 5 | -0.3 | 0.1 | . | 2 | -3.7 | -4 | -3
CCc1ccc(S(=O)(=O)NCCc2csc(C)n2)s1 | 2 | -2 | -1.0 | -1.3 | 0.5 | -3 | -2.0 | -6 | 1
CC(C)Oc1ccccc1-c1nc(SCC(=O)O)n[nH]1 | -5 | 3 | 0.2 | -1.3 | . | 6 | -1.8 | -17 | -6
CC12CC[C@H]3[C@@H](CCC4(O)C[C@H](O)CCC34/C=N/NC(=O)c3ccc(O)cc3)C1(O)CCC2C1=CC(=O)OC1 (stereo partly drawn) | -4 | -7 | -1.2 | -0.5 | 1.4 | 8 | -1.3 | -8 | 1
Cc1ccc(Cl)cc1NC(=O)Cn1cc(C(F)(F)F)cc(Cl)c1=O | -8 | -8 | -0.3 | -1.3 | 0.9 | -3 | -1.0 | -8 | -2
Cc1ccc2nc(-c3cccc(Br)c3)cc(C(=O)NCC3CCCO3)c2c1 (stereo not drawn) | 10 | 1 | -1.0 | -1.0 | 1.3 | 9 | -1.1 | 4 | 2
Cc1cccc(NC(=O)c2ccc3c(c2)CCN3S(C)(=O)=O)c1 | 3 | -1 | -0.1 | -1.0 | 0.5 | 8 | 3.0 | ? | -1
CC(NC(=O)COC(=O)c1ccc2c(c1)S(=O)(=O)N=C1CCCCCN12)C12CC3CC(CC(C3)C1)C2 (stereo not drawn) | 8 | 11 | -0.3 | -0.6 | -0.4 | -2 | -1.9 | -3 | -1
CCN(CC)C(=O)[C@H]1C[C@H](CC(=O)NCCCn2ccnc2)C(=O)N2CCc3c([nH]c4cc(-c5ccco5)ccc34)[C@]12C | -14 | 28 | 0.2 | 0.2 | 1.0 | 1 | -4.0 | 1 | -4
COc1cc(Cl)c(NS(=O)(=O)c2cc3[nH]c(=O)c(=O)[nH]c3cc2C)c(OC)c1 | 5 | -1 | 1.9 | -0.7 | 1.6 | 0 | -4.1 | -8 | 1
CCOC(=O)CNC(=O)c1ccc2c(c1)OCCO2 | 6 | 2 | 0.0 | -0.5 | . | -3 | -2.5 | -10 | -5
O=C(OCC(=O)N1CCCC1)c1ccco1 | 15 | -8 | -0.1 | 0.0 | . | -1 | 1.9 | 3 | 4
O=C(N1CCCC1)C12CC3CC(CC(C3)C1)C2 | 0 | 7 | 0.4 | -0.4 | . | 4 | 0.6 | -2 | 1
COCCNCCCOc1ccc(Br)cc1Cl | -2 | -6 | 0.2 | 0.3 | . | 2 | -0.1 | -14 | -8
O=C(Nc1cccc(F)c1)NC1CCCCC1 | -13 | -12 | -0.5 | -0.2 | . | -2 | -2.2 | -9 | -3
CCOC(=O)c1oc2ccccc2c1CN1CC(C)OC(C)C1 (stereo not drawn) | 3 | -3 | 0.2 | -0.7 | 0.5 | -2 | . | -2 | -9
COc1cc(OC)nc(NC(=S)NC(=O)c2ccccc2)n1 | 4 | -5 | -0.2 | 0.5 | 0.6 | -2 | -2.7 | 1 | -2
Nc1nc(SCC(=O)N2CCCC2)[nH]c(=O)c1NC(=O)c1cccs1 | -3 | 14 | -0.6 | -0.6 | 1.2 | -4 | -0.4 | -6 | 0
Cc1ccc(-c2nc(N3CCOCC3)sc2C(=O)N2CCCCC2)cc1 | 4 | 15 | 0.0 | 1.6 | 2.7 | 0 | -3.6 | -7 | -1
COc1ccc(-c2nnc(C(C)Nc3cccc(C(=O)NC4CC4)c3)o2)cc1 (stereo not drawn) | -2 | 1 | 3.4 | 0.0 | -2.0 | 0 | -2.3 | -7 | -8
C[C@H]1C(=O)N(c2ccccc2)[C@@H]1c1ccccc1 | -4 | 1 | -0.2 | -0.2 | -0.4 | -4 | -0.8 | -7 | -3
O=C(Nc1ccccc1N1CCN(c2ccccc2)CC1)c1cccc(F)c1 | 3 | 4 | -2.0 | 0.7 | . | -6 | -1.7 | -9 | -7
CC(C)c1ccc(NC(=O)CSc2nc3ccccc3nc2N2CCCC2)cc1 | 13 | 20 | 17 | 0.3 | -9.2 | 12 | -5.3 | 10 | 21
CCOC(=O)c1cc(-c2ccccc2)sc1NC(=O)C(C)N1C(=O)c2ccccc2C1=O (stereo not drawn) | 6 | 12 | -0.6 | 0.0 | -0.8 | -2 | -2.2 | -2 | -4
CCN(CC)S(=O)(=O)c1ccc(N2CCOCC2)c(NC(=O)c2cc(=O)[nH]c3ccccc23)c1 | -1 | 0 | 0.3 | 1.4 | 2.0 | -2 | -0.9 | -2 | 12
O=C(CSc1nc(-c2ccc(F)cc2)cs1)N1CCc2ccccc21 | . | 2 | -0.2 | 1.1 | 0.6 | -2 | -2.0 | 6 | .
NS(=O)(=O)c1ccc(NC(=O)COC(=O)CSCc2ccc(F)cc2)cc1 | -1 | 2 | 0.0 | -0.4 | 1.1 | 4 | -3.3 | -12 | -1
CC(C)CC1NC(=O)N(CC(=O)Nc2cccc(Br)c2)C1=O (stereo not drawn) | -4 | 3 | 0.5 | 0.1 | -0.3 | -5 | -0.1 | -8 | 10
O=C(CSc1nnc(CNC(=O)c2cccs2)o1)NC1CCCCC1 | -1 | 5 | -0.5 | -0.2 | . | -1 | -0.1 | -14 | 7
CC(C)C[C@@H](CN)NC(=O)c1nc[nH]c1C(=O)N[C@@H](CC(C)C)C(=O)CNC[C@H](C)NC(=O)c1nc[nH]c1C(=O)N[C@@H](CC(=O)O)C(=O)O | -8 | 3 | 0.2 | 0.4 | 0.1 | 8 | -2.5 | -7 | 0
CP(=O)(O)CN1CCCCC1 | 0 | 10 | -1.2 | 1.0 | 1.3 | 2 | -2.6 | -2 | -2
Cc1cc(-n2ccnc2)n2c(nc3ccccc32)c1C#N | -4 | 4 | 0.6 | 38* | 0.6 | 2 | 1.7 | -1 | 0
COc1ccc(CNC(=O)Nc2cccc(Cl)c2)cc1 | . | -6 | -1.4 | -1.3 | . | 2 | -3.6 | 0 | .
COc1ccc(NC(=O)Nc2ccc3c(c2)C(=O)N([C@H](C)CO)C[C@@H](C)[C@@H](CN(C)C(=O)C2CCCCC2)OCCCC[C@H](C)O3)cc1 | 6 | 23 | -0.3 | . | 0.3&0.3 | -2 | -2.2 | -2 | 9
CN(Cc1ccccc1)C(=O)COc1ccc(-c2nnco2)cc1 | 1 | 2 | 1.3 | -0.2 | 0.9 | 4 | -1.0 | 6 | 4

Next part
SMILES | CCHF vOTU inh | Yp Topo-I inh | BoNT A protease | PfHsp40 rescue | TcdB inh | Anthrax LF prot | FadD28 FP inh | BoNT-F LC inh | PrPC surface inh
CCOc1ccc(-n2nnnc2SCC(=O)Nc2cccc(O)c2)cc1 | 1 | 10 | 4.9 | -1.4 | 0.4 | -13 | -0.4 | ? | 12
COc1cc(Cl)ccc1OCc1cc(C(=O)N2C[C@]3(C)C[C@H]2CC(C)(C)C3)no1 | 13 | 21 | -1.5 | 2.1 | 2.1 | 1 | -2.0 | -5 | 8
CCc1nnc2n1N=C(c1ccc(OC)cc1)CS2 | -4 | 14 | -3.1 | 0.5 | . | -4 | -0.7 | -10 | 0
CCOC(=O)c1cccc(NC(=O)CCc2ccccc2)c1 | 11 | -1 | 0.5 | -0.1 | 0.3 | -2 | -1.1 | 0 | 6
COc1ccc(OCC(=O)Nc2c(C(=O)N3CCC(N4CCCCC4)CC3)oc3ccccc23)cc1 | -14 | 10 | -2.0 | -0.3 | 2.3 | -4 | -0.1 | -1 | 0
CC(C)Cc1cc(CNC(=O)C2CCC(=O)N(CCc3cccc(F)c3)C2)on1 (stereo not drawn) | -6 | 0 | -0.7 | -0.3 | 0.5 | -1 | -1.3 | -5 | 7

8 entries from above, with two lines to a compound.
Screens in order: CCHF vOTU inh | Yp Topo-I inh | BoNT A protease | PfHsp40 rescue | TcdB inh | Anthrax LF prot | FadD28 FP inh | BoNT-F LC inh | PrPC surface inh
CP(=O)(O)CN1CCCCC1
→ 0 | 10 | -1.2 | 1.0 | 1.3 | 2 | -2.6 | -2 | -2
Cc1cc(-n2ccnc2)n2c(nc3ccccc32)c1C#N
→ -4 | 4 | 0.6 | 38* | 0.6 | 2 | 1.7 | -1 | 0
COc1ccc(CNC(=O)Nc2cccc(Cl)c2)cc1
→ . | -6 | -1.4 | -1.3 | . | 2 | -3.6 | 0 | .
COc1ccc(NC(=O)Nc2ccc3c(c2)C(=O)N([C@H](C)CO)C[C@@H](C)[C@@H](CN(C)C(=O)C2CCCCC2)OCCCC[C@H](C)O3)cc1
→ 6 | 23 | -0.3 | . | 0.3&0.3 | -2 | -2.2 | -2 | 9
CN(Cc1ccccc1)C(=O)COc1ccc(-c2nnco2)cc1
→ 1 | 2 | 1.3 | -0.2 | 0.9 | 4 | -1.0 | 6 | 4
CCOc1ccc(-n2nnnc2SCC(=O)Nc2cccc(O)c2)cc1
→ 1 | 10 | 4.9 | -1.4 | 0.4 | -13 | -0.4 | ? | 12
COc1cc(Cl)ccc1OCc1cc(C(=O)N2C[C@]3(C)C[C@H]2CC(C)(C)C3)no1
→ 13 | 21 | -1.5 | 2.1 | 2.1 | 1 | -2.0 | -5 | 8
CCc1nnc2n1N=C(c1ccc(OC)cc1)CS2
→ -4 | 14 | -3.1 | 0.5 | . | -4 | -0.7 | -10 | 0
